Bioassay records (PubChem)
OX1R antag-1: human HCRTR1 antagonism; CHO/OX1R cells, Fluo-8 calcium fluorescence, orexin A; AID 434989; hit rate 0.43% among 330,000; inhibition, % at 5 µM;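 active = inhibition above its plate's threshold, mean inhibition of all tested compounds on the plate plus 3 SD, cut at about 37% in these data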;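 also: 0% = orexin A challenge wells and 100% = SB-334867-A antagonist wells; not every result past the cut was called active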
Target sequence (O43613 whole entry, looked up): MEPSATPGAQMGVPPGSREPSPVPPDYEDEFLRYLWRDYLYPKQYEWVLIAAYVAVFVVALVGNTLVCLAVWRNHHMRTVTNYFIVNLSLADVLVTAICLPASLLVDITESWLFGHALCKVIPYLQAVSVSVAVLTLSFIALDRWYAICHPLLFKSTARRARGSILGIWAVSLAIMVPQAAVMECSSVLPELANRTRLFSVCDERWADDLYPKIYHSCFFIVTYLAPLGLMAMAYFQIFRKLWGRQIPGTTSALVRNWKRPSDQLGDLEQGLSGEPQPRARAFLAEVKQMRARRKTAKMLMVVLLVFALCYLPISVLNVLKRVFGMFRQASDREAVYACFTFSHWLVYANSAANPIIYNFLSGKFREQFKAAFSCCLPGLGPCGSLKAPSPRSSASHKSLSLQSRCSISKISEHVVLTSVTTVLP
STK33 kinase inh: inhibitors of human STK33 kinase; purified STK33, MBP phosphorylation, ADP-Glo luminescence; inhibition, % at 10 µM; hit rate 0.073% among 320,000; AID 2661;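 active = inhibition at or above 25%, using the most active replicate where run in duplicate; inactive = inhibition below 25%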
Target sequence (Q9BYT3 whole entry, looked up): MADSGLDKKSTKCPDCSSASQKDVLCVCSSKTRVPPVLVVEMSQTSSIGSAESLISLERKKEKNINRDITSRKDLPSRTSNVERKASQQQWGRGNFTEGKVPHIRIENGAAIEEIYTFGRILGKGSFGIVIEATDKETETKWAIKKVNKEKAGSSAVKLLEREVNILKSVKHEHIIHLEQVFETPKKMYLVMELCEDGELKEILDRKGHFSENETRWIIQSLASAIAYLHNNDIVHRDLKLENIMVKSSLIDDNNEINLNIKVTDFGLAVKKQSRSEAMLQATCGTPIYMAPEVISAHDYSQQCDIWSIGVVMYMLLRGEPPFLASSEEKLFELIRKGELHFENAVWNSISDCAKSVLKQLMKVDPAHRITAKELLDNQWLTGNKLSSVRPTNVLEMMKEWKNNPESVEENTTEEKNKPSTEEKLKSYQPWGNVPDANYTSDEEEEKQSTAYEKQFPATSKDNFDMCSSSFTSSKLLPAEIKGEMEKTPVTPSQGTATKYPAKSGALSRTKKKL
OX1R antag-2: OX1R (human) antagonism. O43613. OX1R-expressing cells, FRET antagonist read-out. inhibition, % at 6.6 µM. hit rate 1.8% among 330,000. AID 485270; in the data active = inhibition mostly above about 38%, no sharp cut-off; inactive = mostly below about 40%;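 also: 0% = agonist challenge alone and 100% = reference antagonist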
* = called active by the depositor; x = not tested or not shown.

SMILES | OX1R antag-1 | STK33 kinase inh | OX1R antag-2
Cc1sc2ncn(CC(=O)NCCCC(=O)N3CCC(C)CC3)c(=O)c2c1C | -32 | -1.2 | -5
Cc1cc(NC(=S)Nc2cccc3ccccc23)n[nH]1 | -6 | 6.5 | 25
CC(C)(Oc1ccc(Cl)cc1)C(=O)OCn1nnc2ccccc2c1=O | -18 | -1.8 | 2
CC1(C)CC(=O)/C(=C(\O)CCCN2C(=O)c3ccccc3C2=O)C(=NCCO)C1 | -9 | -0.8 | 17
Oc1ccc2cc(Br)ccc2c1CN1CCCC1 | -10 | -0.3 | 19
Cc1cc(C)c(NS(=O)(=O)c2ccc(NC(=O)/C=C/C(=O)O)cc2)c(C)c1 | -3 | -1.8 | 6
COc1ccc(CCNC(=O)C2(c3ccccc3)CC2)cc1 | -1 | -0.4 | 27
CCCCN1C(=N)N([C@@H](CCC)CN2CCC[C@H]2CN2C(N)=NC[C@H]2C(C)C)C[C@H]1[C@H](C)CC | -8 | x | -1
CCCCOc1ccc(C(=O)N/C(=C\c2cccc([N+](=O)[O-])c2)C(=O)OC(C)C)cc1 | 18 | 12 | 25
O=C(Nc1ccc(NC(=O)c2ccccc2F)cc1)c1cccs1 | 1 | -1.2 | 4

Some of these compounds in order of count of non-hydrogen atoms, high to low:
SMILES | OX1R antag-1 | STK33 kinase inh | OX1R antag-2
O=C(Nc1ccc(NC(=O)c2ccccc2F)cc1)c1cccs1 | 1 | -1.2 | 4
COc1ccc(CCNC(=O)C2(c3ccccc3)CC2)cc1 | -1 | -0.4 | 27
Cc1cc(NC(=S)Nc2cccc3ccccc23)n[nH]1 | -6 | 6.5 | 25

New compounds follow.
SMILES | OX1R antag-1 | STK33 kinase inh | OX1R antag-2
CSc1nnc2n(-c3ccc(C)cc3)c(=O)c3c4c(sc3n12)COC(C(C)C)C4 (configuration not stated) | -15 | -0.3 | 23
COc1ccc(CNC(=O)CC2(CC(=O)O)CCCCC2)cc1 | -11 | -0.7 | 6
Cc1cc(NC(=O)Cn2nc([N+](=O)[O-])c(Br)c2C)no1 | -16 | -1.0 | 14
COc1ccccc1C1=CC(=O)C[C@H](c2ccc(F)cc2)C1 | -8 | -0.2 | 11
Cc1ccccc1NC(=S)N(Cc1ccco1)C(C)c1cccs1 (configuration not stated) | -9 | -0.5 | 20
COc1ccc(Nc2ncnc3sc(-c4ccccc4)cc23)cc1OC | -26 | 1.1 | 20
Cc1cc(NC(=O)CN2C(=O)NC(Cc3ccccc3)C2=O)no1 (configuration not stated) | -12 | -0.9 | 16
COc1ccc(NC(=O)CC2SC(=NCc3ccccc3OC)NC2=O)cc1 (configuration not stated) | -22 | 0.6 | 9
COc1ccc(C)cc1NC(=O)CNCc1cccs1 | -8 | -0.7 | 23
CCOc1ccc(NC(=O)CN(C)C(=O)c2cc3c(s2)CCC(C)C3)cc1OCC (configuration not stated) | -41 | -2.9 | 3
CCN(CC)c1ccc(C=Nc2ccc(C)cc2C)c(O)c1 | -13 | -0.8 | 20
Cc1cccc(Cn2ncc(Cl)c(Cl)c2=O)c1 | -2 | -0.8 | 7
Cc1noc(C)c1COC(=O)c1ccccc1NC(=O)c1ccco1 | -29 | -0.2 | 15
CC(=O)c1c(N2CCCCC2)nc(=S)n(-c2ccccc2)c1C | -5 | 0.4 | 8
O=C(CC12CC3CC(C1)CC(CC(=O)N1CCCC1)(C3)C2)N1CCCC1 | 6 | -2.0 | 15
O=C(Nc1cccc(F)c1)C1CCCN(S(=O)(=O)c2cccc3cccnc23)C1 (configuration not stated) | -17 | -2.1 | 47
COc1cccc(-c2nc(CS(=O)(=O)CC(=O)NCCc3cc(OC)ccc3OC)c(C)o2)c1 | -5 | -0.3 | 14
CC(C)OP(=O)(c1ccc(N(C)C)cc1)C(O)c1ccc(N(C)C)cc1 (configuration not stated) | 2 | -0.5 | 11
CCn1c(=O)cc(OCC(=O)N(C)C2CCCCC2)c2ccccc21 | -31 | -3.4 | 20
O=C(C[n+]1ccccc1)N/N=C/c1ccccc1C(F)(F)F | 2 | -1.3 | 1
CCc1ccccc1NC(=O)C1COc2ccccc2O1 (configuration not stated) | -27 | -2.1 | 32
CCCCNC(=S)NNC(=O)c1sccc1C | 1 | 1.3 | 5
COC(=O)c1ccc(C)c(NC(=O)CCc2ccc(OC)cc2)c1 | -18 | 1.2 | 5
COc1ccc(NC(=O)C(c2ccc(C)cc2)N(C)C(=O)Cc2cccs2)cc1 (configuration not stated) | -14 | -2.2 | 3
O=C(CNC(=O)C1CCCC1)Nc1ccccc1Br | -30 | -0.9 | 0
COC(=O)c1ccc(NC(=O)C(=O)N2CCN(C(=S)Nc3cccc(OC)c3)CC2)cc1 | -3 | -0.7 | 9
CCCSc1nnc(CN2CCOCC2)n1C | -10 | -1.1 | 15
CCOC(=O)c1cccc(NC(=S)N2CCN(c3ncc4c(=O)c(C(=O)O)cn(CC)c4n3)CC2)c1 | -10 | -0.2 | 21
COc1ccc(OC)c(S(=O)(=O)n2cnc3cc(C)c(C)cc32)c1 | -23 | 0.1 | 8
COc1ccc(C)cc1S(=O)(=O)N(CC(=O)Nc1cccc([N+](=O)[O-])c1)c1cc(C)cc(C)c1 | -20 | 0.3 | 12

Reformatted tab-delimited: part of the list above.
Compound	OX1R antag-1	STK33 kinase inh	OX1R antag-2
COc1ccc(NC(=O)C(c2ccc(C)cc2)N(C)C(=O)Cc2cccs2)cc1 (configuration not stated)	-14	-2.2	3
O=C(CNC(=O)C1CCCC1)Nc1ccccc1Br	-30	-0.9	0
COC(=O)c1ccc(NC(=O)C(=O)N2CCN(C(=S)Nc3cccc(OC)c3)CC2)cc1	-3	-0.7	9
CCCSc1nnc(CN2CCOCC2)n1C	-10	-1.1	15
CCOC(=O)c1cccc(NC(=S)N2CCN(c3ncc4c(=O)c(C(=O)O)cn(CC)c4n3)CC2)c1	-10	-0.2	21
COc1ccc(OC)c(S(=O)(=O)n2cnc3cc(C)c(C)cc32)c1	-23	0.1	8
COc1ccc(C)cc1S(=O)(=O)N(CC(=O)Nc1cccc([N+](=O)[O-])c1)c1cc(C)cc(C)c1	-20	0.3	12

Further entries.
SMILES | OX1R antag-1 | STK33 kinase inh | OX1R antag-2
CCS(=O)(=O)c1ccc(O)c(NC(=O)Nc2ccc(C(C)(C)C)cc2)c1 | -25 | -1.4 | 11
CCCOC(=O)c1ccc(NC(=O)c2ccccc2OC)cc1 | 11 | 0.1 | 76*
CCOC(=O)N1CCN(C(=O)Cn2c(C)cc3ccccc3c2=O)CC1 | -6 | 0.7 | 4
NC(=O)c1cccnc1Oc1ccc(Cl)cc1Cl | -3 | -1.2 | 5
CCCCCCCCS(=O)c1sc2nc(C)cc(C)c2c1N (configuration not stated) | -34 | -0.4 | 14
CC1(C)CC(NS(=O)(=O)c2cccc3ccccc23)CC(C)(C)N1 | -16 | -1.1 | -3
COc1ccc(C)cc1S(=O)(=O)N(CC(=O)N1CCCC1)c1ccc(C)cc1 | -20 | -0.3 | 8
CCc1ccc(NC(=O)CSc2nnc(Cc3cccn3C)n2-c2ccc(F)cc2)cc1 | -25 | -0.6 | 12
C=CCn1c(SCCC)nc(O)cc1=O | -13 | -0.3 | 0
O=C(C[C@H]1C/C=C\CC[C@@H](Cc2ccc(F)cc2)C(=O)OC[C@H]2CCCN2C1=O)N[C@H](CO)Cc1ccccc1 | -26 | x | 18
COc1ccnc(Oc2ccc(C)cc2C)c1C#N | -8 | -1.5 | 10
O=C(OCCN=C1NS(=O)(=O)c2ccccc21)c1cccc([N+](=O)[O-])c1 | -1 | -1.2 | 8
O=C1CCCCC1C(Nc1ccc(Br)cc1)c1ccccc1 (configuration not stated) | -15 | 0.3 | 26
O=C1CC(c2ccc(F)cc2)C(n2cncn2)C(O)=C1C1NCCc2ccccc21 (configuration not stated) | -3 | -1.2 | 20
O=C(c1ccccc1-c1nc(-c2ccc(Cl)cc2)no1)N1CCCC1 | -25 | -1.6 | 2
Cc1ccc(NC(=O)c2cccc3c2C(=O)N(C2CCCCC2)C3)cc1 | -28 | -0.6 | 20
Nc1ccc(Nc2ccccc2N)cc1 | -11 | -2.2 | 7
CC1(C)OC(=O)C=C(CC2NS(=O)(=O)OC3CCCCC23)O1 (configuration not stated) | -6 | -1.1 | 11
Cc1cc(-c2csc(NC(=O)c3cc4ccccc4o3)n2)c(C)n1C | 1 | -0.1 | 17
CC1(C)Nc2ccccc2C(=O)N1c1ccccc1 | -9 | -1.0 | -2
COc1ccc(-c2cc(C(=O)Nc3cc(OC)c(OC)c(OC)c3)no2)cc1 | -28 | -0.8 | -4
COc1ccc(OC)c(NC(=O)Cn2c(-c3ccc(Cl)cc3)noc2=O)c1 | -4 | 0.8 | 19
CC1CCN(c2ccc([N+](=O)[O-])c(SCCO)c2)CC1 | -18 | 0.2 | 2
O=P(CCN1CCCCC1)(c1ccccc1)c1ccccc1 | -9 | -0.9 | 8
Cc1ccnc(Sc2ccc([N+](=O)[O-])cn2)n1 | -3 | 0.7 | 77*
CCN(C(=O)CN1C(=O)c2ccc([N+](=O)[O-])cc2C1=O)C1CCCCC1 | -12 | 0.1 | 56*
COc1ccc(Cc2nnc(NC(=O)c3ccccc3Cl)s2)cc1OC | -11 | -1.6 | 11
O=C(Nc1nc(-c2nc3ccccc3s2)cs1)C1COc2ccccc2O1 (configuration not stated) | -26 | -0.2 | 26
COc1cc(SC)ccc1C(=O)OCC(=O)N1CC(=O)Nc2ccccc21 | -2 | 1.3 | 15
CC(C)(C)OC(=O)NCc1ccc(NC(=O)c2nc[nH]c2C(=O)NCCNC(=O)c2[nH]cnc2C(=O)Nc2ccc(CNC(=O)OC(C)(C)C)cc2)cc1 | 8 | -3.6 | 3
Cc1nnc(SCC(=O)NN2C(=O)NC3(CCCCC3)C2=O)s1 | -4 | -1.2 | 15
Cc1ccc2c(c1)NC(=O)c1cccc([N+](=O)[O-])c1CO2 | -34 | -0.8 | 15
C#CCSc1nnc(-c2ccc(OC)cc2)o1 | -6 | 0.0 | 1
CCn1c(Cc2ccccc2)nnc1SCC(=O)N1CCCCC1 | -19 | -0.5 | 18
CCOC(=O)/C(=N/Nc1ccccc1)Sc1nnc(CCc2ccccc2)n1-c1ccccc1 | -15 | -1.4 | 17
COc1cc2nc(N(CCCN(C)C)C(=O)c3ccc(C(=O)c4ccccc4)cc3)sc2cc1OC | -21 | -1.9 | 13
C=CCN1C(=O)/C(=C/c2ccc(OC)cc2)S/C1=N/c1nccs1 | -14 | 0.0 | 33
N#Cc1ccc(Oc2ccc(/C=N/O)cn2)cc1 | -12 | 0.6 | 17
Oc1ccccc1OCc1nc2ccccc2s1 | 6 | 0.4 | 6
Cc1nc(C(=O)Nc2ccc(F)cc2)nn1-c1ccc([N+](=O)[O-])cc1 | -12 | 2.3 | 55*
Cc1ccc(-n2nc3c(=O)n(CCCC(=O)NCCc4ccccc4)nc(C)c3c2C)cc1 | -29 | 1.1 | 9
Cc1cc2nc(-c3ccc(SCC(=O)NC(C)C)nc3)[nH]c2cc1C | -41 | 0.6 | 13
CCNC(=S)NN=C1CCC(C(C)(C)C)CC1 (configuration not stated) | -11 | -1.5 | 6
CCn1c(SCC(=O)N/N=C/c2ccccc2OCC(=O)O)nnc1-c1ccccc1 | -22 | -0.9 | 10
Cc1cc(C)nc(NS(=O)(=O)c2ccc(NC(=O)Cn3c(=O)oc4ccccc43)cc2)n1 | -6 | -1.6 | 12
COCCNC(=O)C(c1ccc(Cl)cc1)N(C(=O)Cn1nnc2ccccc21)c1cccnc1 (configuration not stated) | -24 | 14 | 38
COc1ccc(Cl)cc1NC(=O)CN(C)C(=O)CCc1nc2ccccc2c(=O)[nH]1 | -14 | -0.4 | 13
O=C(NC1CC1)C1CCN(C2CCN(C(=O)/C=C/c3cccc(F)c3F)CC2)CC1 | -18 | -0.1 | 18
